Source: PubChem BioAssay (several laboratories)
BH1578 lux ind = inducers of Vibrio cholerae quorum light production without autoinducers | V. cholerae BH1578 lux reporter, luminescence, 6 h | activation, % at 18.7 µM | 350,000 tested, 0.16% active | AID 588436; in the data active means activation mostly above about 9.7%, no sharp cut-off; inconclusive means no clear call, values can overlap the other calls; inactive means mostly below about 3.7%; further: not every result past the cut was called active; inactives centre near 0; reference of the scale not given here
TcdB GH inh = inhibitors of Clostridioides difficile toxin B glycohydrolase. P18177. inhibition, % at 9.99 µM. TcdB glycohydrolase enzymatic assay, plate reader. 350,000 tested, 0.24% active. AID 652162; in the data active means inhibition above about 10%
Target sequence (P18177 whole entry, looked up): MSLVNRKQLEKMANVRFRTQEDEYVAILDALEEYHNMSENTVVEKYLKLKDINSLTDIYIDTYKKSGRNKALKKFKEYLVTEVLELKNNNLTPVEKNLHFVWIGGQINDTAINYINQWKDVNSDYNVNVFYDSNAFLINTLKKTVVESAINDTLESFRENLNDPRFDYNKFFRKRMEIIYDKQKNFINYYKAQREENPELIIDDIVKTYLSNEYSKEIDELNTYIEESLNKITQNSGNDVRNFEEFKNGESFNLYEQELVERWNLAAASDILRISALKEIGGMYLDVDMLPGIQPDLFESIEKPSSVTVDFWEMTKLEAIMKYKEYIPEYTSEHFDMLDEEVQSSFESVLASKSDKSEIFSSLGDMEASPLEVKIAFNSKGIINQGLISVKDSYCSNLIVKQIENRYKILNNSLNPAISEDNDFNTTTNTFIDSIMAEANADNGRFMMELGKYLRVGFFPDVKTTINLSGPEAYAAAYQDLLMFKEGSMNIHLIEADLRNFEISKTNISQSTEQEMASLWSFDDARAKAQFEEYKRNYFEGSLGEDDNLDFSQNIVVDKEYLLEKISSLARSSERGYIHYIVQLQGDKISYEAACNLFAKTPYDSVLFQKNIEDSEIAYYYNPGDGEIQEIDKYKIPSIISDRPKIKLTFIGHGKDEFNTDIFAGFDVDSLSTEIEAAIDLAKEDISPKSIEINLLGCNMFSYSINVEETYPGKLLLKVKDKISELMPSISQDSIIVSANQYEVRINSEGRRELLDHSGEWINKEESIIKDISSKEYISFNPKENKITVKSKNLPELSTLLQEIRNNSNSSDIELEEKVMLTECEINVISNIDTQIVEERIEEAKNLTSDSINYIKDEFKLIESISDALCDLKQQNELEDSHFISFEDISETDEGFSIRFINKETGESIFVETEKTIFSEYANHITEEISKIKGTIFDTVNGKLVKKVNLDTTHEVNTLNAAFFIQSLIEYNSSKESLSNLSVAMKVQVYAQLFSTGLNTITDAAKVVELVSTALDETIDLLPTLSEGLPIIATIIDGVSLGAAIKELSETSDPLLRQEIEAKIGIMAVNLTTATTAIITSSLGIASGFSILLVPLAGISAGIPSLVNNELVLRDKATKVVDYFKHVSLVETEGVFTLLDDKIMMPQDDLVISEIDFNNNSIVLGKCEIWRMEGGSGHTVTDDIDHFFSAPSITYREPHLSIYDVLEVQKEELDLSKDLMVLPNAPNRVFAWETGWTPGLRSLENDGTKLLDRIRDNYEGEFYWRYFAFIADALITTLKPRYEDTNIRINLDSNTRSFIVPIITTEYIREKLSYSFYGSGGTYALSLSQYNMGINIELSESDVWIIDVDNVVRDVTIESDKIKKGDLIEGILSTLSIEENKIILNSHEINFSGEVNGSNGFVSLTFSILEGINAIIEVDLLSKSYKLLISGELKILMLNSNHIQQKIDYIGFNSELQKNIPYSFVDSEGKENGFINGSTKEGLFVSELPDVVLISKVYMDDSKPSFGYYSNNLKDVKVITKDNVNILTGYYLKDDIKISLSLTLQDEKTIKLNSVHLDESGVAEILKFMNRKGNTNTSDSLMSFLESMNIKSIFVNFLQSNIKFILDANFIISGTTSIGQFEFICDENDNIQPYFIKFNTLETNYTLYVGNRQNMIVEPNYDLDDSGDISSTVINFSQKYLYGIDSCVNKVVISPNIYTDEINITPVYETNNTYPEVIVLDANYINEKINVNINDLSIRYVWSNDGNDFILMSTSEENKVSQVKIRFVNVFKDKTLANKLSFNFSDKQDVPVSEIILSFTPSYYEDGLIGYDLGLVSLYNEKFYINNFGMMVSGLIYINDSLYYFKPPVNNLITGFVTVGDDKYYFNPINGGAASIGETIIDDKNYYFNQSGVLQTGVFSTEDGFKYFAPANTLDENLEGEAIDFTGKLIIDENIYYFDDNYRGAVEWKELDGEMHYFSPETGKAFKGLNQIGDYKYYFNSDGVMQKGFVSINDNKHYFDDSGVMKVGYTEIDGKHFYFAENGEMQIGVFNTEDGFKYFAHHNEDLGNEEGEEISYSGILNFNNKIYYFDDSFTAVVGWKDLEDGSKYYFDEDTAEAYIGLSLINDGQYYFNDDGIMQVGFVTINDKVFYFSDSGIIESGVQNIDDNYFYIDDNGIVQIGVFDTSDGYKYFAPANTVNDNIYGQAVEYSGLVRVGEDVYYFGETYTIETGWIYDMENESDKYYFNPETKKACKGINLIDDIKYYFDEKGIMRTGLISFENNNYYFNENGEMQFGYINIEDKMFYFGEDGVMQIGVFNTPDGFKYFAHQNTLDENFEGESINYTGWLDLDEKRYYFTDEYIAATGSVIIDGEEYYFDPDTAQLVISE
CCHF vOTU inh = CCHFV vOTU protease inhibition; Pep-AMC fluorescence; 370,000 tested, 0.55% active; inhibition, % at 11.5 µM; in the data active means inhibition above about 30%; further: 0% = vehicle wells with enzyme and 100% = no enzyme wells
PfHsp40 yeast = rescue of PfHsp40-mediated yeast toxicity | 340,000 tested, 0.68% active | growth rescue, % at 12.5 µM | AID 504582 | S. cerevisiae expressing PfHsp40, growth rescue, ATP luminescence; in the data active means growth rescue above about 28%, passing the limit was not always enough; inconclusive means no clear call, values can overlap the other calls;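 further: yeast W303a lacking pdr1 and pdr3 grown in galactose medium; growth measured after three days at 30 °C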
BoNT A protease = blocks Botulinum neurotoxin A light chain protease; inhibition, % at 10 µM; 360,000 tested, 0.17% active; multiplex microsphere protease substrate cleavage, flow cytometry; further: plate controls were buffer without enzyme for full effect and enzyme alone for no effect
3CLpro inhibitor = SARS-CoV 3CLpro protease inhibition; 290,000 tested, 0.14% active; inhibition, % at 6 µM; recombinant SARS-CoV 3CLpro, quenched FRET peptide cleavage; in the data active means inhibition above about 12%
DUSP3 inh = DUSP3 (human) phosphatase inhibition | P51452 | 290,000 tested, 0.52% active | recombinant VHR phosphatase, pNPP absorbance | AID 1654 | inhibition, % at 13.3 µM; in the data active means inhibition above about 50%; further: some compounds called inactive have numbers as strong as hits
Anthrax LF prot = blocks Bacillus anthracis lethal factor protease; inhibition, % at 10 µM; P15917; multiplex microsphere protease cleavage assay, LF; 360,000 tested, 0.12% active; further: plate controls were buffer without enzyme for full effect and enzyme alone for no effect
PriA SSB inh = blocks PriA binding to SSB C-terminal tail; 430,000 tested, 0.6% active; inhibition, % at 33 µM; AlphaScreen SSBct-PriA binding, biotinylated peptide; in the data active means inhibition mostly above about 37%, no sharp cut-off; inactive means mostly below about 20%;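 further: plate controls were negative control peptide for no effect and reference peptide for full effect; strong numbers were not always called active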
Y pestis TopoI = Y. pestis Topo-I inhibition via cleavage products; Y. pestis Topo-I cleavage product accumulation, plate reader; activity, % at 10 µM; 360,000 tested, 0.064% active; AID 504884; in the data active means activity above about 50%, passing the limit was not always enough; inconclusive means no clear call, values can overlap the other calls; further: inactives centre near 2
* hit, by the source's call; i = inactive; ? = inconclusive; . = no result given; & = joins results of further samples. Unless noted, no stated cut-off is given here; in the data, active means inhibition above about 30%; inconclusive means no clear call, values can overlap the other calls; inactive means below that. A portion of the library (hit frequency here may not be typical).

SMILES	BH1578 lux ind	TcdB GH inh	CCHF vOTU inh	PfHsp40 yeast	BoNT A protease	3CLpro inhibitor	DUSP3 inh	Anthrax LF prot	PriA SSB inh	Y pestis TopoI
OC(CNCC(c1ccc(Cl)cc1Cl)c1c[nH]c2ccccc12)c1ccccc1 (stereo unspecified)	-0.5	0.8	9	0.6	-1.0	-2	30	-8	12	-21
CC(C)C[C@H]1COc2cc(N(C)CCO)ccc2S(=O)(=O)N1	.	0.4	10	.	0.2	.	.	-2	.	.
Clc1cccc(CSc2nnc(-c3c[nH]c4ccccc34)o2)c1	i	.	4	0.0	-1.0	3	10	1	0	2
Cc1c(C(=O)Nc2cccc(C(F)(F)F)c2)oc2ccc(S(=O)(=O)N3CCOCC3)cc12	-0.4	0.3	-13	1.0	3.8	3	16	0	-6	6
CC(C)c1cc(C(=O)Nc2cc(Cl)ccc2O)no1	-1.9	.	-10	-0.1	-0.4	-3	10	-2	-14	2
c1cncc(-c2nnc(-c3cccnc3)nn2)c1	-1.6	.	-1	-1.2	0.4	3	-2	-1	-7	-1
Cn1cccc1C(=O)NCC1COc2ccccc2O1 (stereo unspecified)	-0.7	1.3	-2	-0.6	1.9	.	.	-1	-4	-12
CCCCn1ccnc1C	-0.7	1.3	-7	1.0	-0.2	-4	58*	1	-12	6
Cc1ccc(NC(=O)CN2C(=O)NC(C)(c3ccc(Cl)cc3)C2=O)cc1S(=O)(=O)N1CCOCC1 (stereo unspecified)	-0.4	.	-15	0.4	-0.4	7	-4	-1	9	2
COc1cccc(N2C(=O)NC(=O)/C(=C\c3ccc([N+](=O)[O-])s3)C2=O)c1	0.4	-0.7	6	0.0	-0.6	7	9	-6	4	-10
O=S(=O)(Nc1ccc(Oc2ncccn2)c(Cl)c1)c1ccc(Cl)cc1	-0.5	.	0	-1.4	-0.3	1	-14	0	-4	2
O=C(NCc1ccccc1)c1cc2ccccc2oc1=O	-0.1	0.3	4	-1.1	-2.2	0	-14	1	0	7
CC1(c2nnnn2-c2ccc3c(c2)OCCO3)CCC(=O)N1Cc1cccc(C(F)(F)F)c1 (stereo unspecified)	.	0.9	1	.	1.0	.	.	2	.	.
COc1ccccc1N1CCN(C(=O)c2ccccc2NC(=O)C2CCCCC2C(=O)O)CC1 (stereo unspecified)	-0.2	1.0	8	-0.7	-0.6	4	7	-2	0	2
CC1=C(C(=O)NC2CCCc3c2cnn3-c2cccc(C)c2C)OCCO1 (stereo unspecified)	i	0.2	-1	14	1.6	6	-9	-5	5	4
CCN(CC)S(=O)(=O)c1ccc(N2CCN(C)CC2)c(NC(=O)COc2ccc(F)cc2Cl)c1	i	1.3	18	0.4	2.0	.	.	0	2	-8
CC(=O)Nc1ccc(S(=O)(=O)Nc2cccc(C(=O)NC(C)(C)C)c2)cc1	i	.	6	-2.1	-0.3	-5	23	-1	-1	2
COc1ccc(N(C(C)C(=O)Nc2ccc(S(=O)(=O)N3CCOCC3)cc2)S(C)(=O)=O)cc1 (stereo unspecified)	i	0.7	11	-0.6	-1.5	1	6	-8	-7	1
CC1CCCC(NC(=O)COC(=O)[C@@H](NC(=O)c2ccco2)C(C)C)C1C (stereo partly specified)	-0.3	0.9	9	1.0	-0.1	-2	15	1	-18	1
FC(F)(F)c1nnc2sc(-c3ccncc3)nn12	i	.	0	0.5	?	0	2	-5	-9	-6
CC1(C(=O)NCc2cccc3ccccc23)CCN1Cc1cccc2c1OCO2 (stereo unspecified)	i	0.3	12	.	0.1	.	.	-1	.	25
O=C(c1ccc(F)cc1)C1CCN(C(=S)NCC2CCCO2)CC1 (stereo unspecified)	-0.4	0.4	-5	0.5	0.0	2	3	3	-3	-1
NC1=NC2(CCC(c3ccccc3)CC2)n2c(nc3ccccc32)N1 (stereo unspecified)	-0.6	.	2	-0.6	0.3	2	22	-3	4	5
O=C(CSc1nnnn1C1CCCC1)N1CCCCC1	-0.1	0.8	10	-0.3	-2.2	-1	48	-6	-5	2
CC1(c2nnc(Cc3ccccc3)o2)CC(c2ccccc2)=NO1 (stereo unspecified)	i	1.2	-1	-1.3	-0.3	.	.	6	-27	7
Cc1onc(-c2ccccc2)c1C(=O)c1c[nH]c(C(=O)NCc2ccncc2)c1	-0.8	2.9	11	0.0	-1.7	0	27	1	-13	-1
NS(=O)(=O)c1ccc(CCNC(=S)NC(=O)c2ccccc2Br)cc1	i	0.5	10	-0.6	-0.9	.	.	-9	-11	10
COc1cc(C2Nc3ccccc3NC3=C2C(=O)CC(c2ccc(OC)c(OC)c2)C3)ccc1O (stereo unspecified)	8.5	-2.9	0	-1.7	-0.8	0	7	2	2	3
O=C(O)c1ccccc1NCc1cccnc1	0.6	1.8	-15	.	0.8	.	.	12	-13	5
O=C(C1CCN(CC2CCCCC2)CC1)N1CCCC1	-0.3	.	-6	0.9	4.1	5	0	6	-23	2
COC(=O)C(CCCN1C(=O)c2ccccc2C1=O)(NC(C)=O)c1nnn(C)n1 (stereo unspecified)	0.1	0.8	6	0.0	-0.3	0	30	6	-11	2
O=C(CCC(=O)c1ccc(F)cc1)Nc1cccc(C(F)(F)F)c1	i	0.0	2	1.0	0.1	1	2	0	-16	-11
O=C(Cn1cnc(S(=O)(=O)N2CCCC2)c1)Nc1cccc(F)c1	i	1.4	5	0.7	-1.8	0	-7	-5	-2	0
CN(C(=O)CN1CCN(c2cc(-c3cccc4oc5ccccc5c34)ncn2)CC1)c1ccccc1	-0.3	0.0	9	.	-0.3	.	.	-9	.	36
O=C1CSC(c2cccnc2)N1c1cccc(Cl)c1 (stereo unspecified)	i	0.8	-7	-2.1	0.1	2	22	-2	-4	5
CC1CCC(NC(=O)CC(C)(C)Cc2nc3ccccc3c(=O)[nH]2)CC1 (stereo unspecified)	i	-0.6	-1	0.3	0.9	-2	8	-6	-9	11
CCOc1ccc(CNCCN2CCCC2)cc1	i	1.7	0	-0.8	3.0	-1	-4	-11	-7	2
CC1=C(C(=O)Nc2ccc(Cl)cc2)C(c2cccs2)n2nnnc2N1 (stereo unspecified)	-1.8	.	-4	4.3	?	-2	19	-2	-8	-7
O=C(CSc1nnc(-c2cccs2)o1)N1CCc2ccccc21	i	.	-13	-0.6	0.3	1	-6	0	-4&-3	11
COc1ccc(Br)cc1/C(C)=N/NC1=NCCN1	i	.	10	0.1	0.0	6	35	-2	.	8
COc1ccc(Cc2c(-c3cccc(Cl)c3)nc3c(C)cc(Br)cn23)c(C)c1	.	0.2	15	.	6.6	.	.	16	.	.
CN(C)C(=O)Oc1ccc(C(=O)c2ccccc2)cc1	i	-0.6	-9	-0.5	0.0	-1	9	-12	-2	12
Cc1cccc(CSc2nc3c(c(=O)[nH]2)CCCC3)c1	-0.7	.	-6	-0.5	1.2	0	-17	-3	-14	1
O=C(NC(=S)Nc1ccccc1Cl)c1cnn2c(C(F)(F)F)cc(C(F)(F)F)nc12	-0.4	1.1	8	.	.	-6	14	.	-2	-3
O=C(COC(=O)c1ccc(F)cc1Cl)NC(=O)NC1CCCC1	i	-0.4	4	1.5	0.6	.	.	1	-17	8
O=C(CSc1ncccn1)NCC1CCCO1 (stereo unspecified)	2.9	1.8	3	0.2	?	3	14	?	5	-2
COC(=O)CC1C(=O)NCCN1C(=O)Nc1ccc(Cl)c(Cl)c1 (stereo unspecified)	i	1.0	0	0.1	-0.1	-6	1	-6	-4	7
O=[N+]([O-])c1ccccc1NCCOc1ccccc1	-3.3	.	9	1.8	-2.4	2	-7	-5	39*	4
Cc1ccc(-n2nc3c(c2NC(=O)/C=C\c2ccc4c(c2)OCO4)CSC3)c(C)c1	-0.1	0.5	2	-1.0	-1.0	7	4	-6	9	-4
COc1ccc(CNC(=O)C2CCN(C(=O)N(C)C)CC2)c(OC)c1	i	0.4	.	1.0	?	-3	4	-4	-19	10
Other records follow:
SMILES	BH1578 lux ind	TcdB GH inh	CCHF vOTU inh	PfHsp40 yeast	BoNT A protease	3CLpro inhibitor	DUSP3 inh	Anthrax LF prot	PriA SSB inh	Y pestis TopoI
CC1CCCCN1CCNC(=O)c1cnn2ccccc12 (stereo unspecified)	-0.1	-0.7	2	-1.4	0.2	-4	6	4	-13	1
COc1ccccc1-c1n[nH]nc1C1=CC(=O)C[C@H](c2ccc(F)cc2)C1	i	0.1	1	.	-0.1	.	.	-9	.	2
CN(NC1OC(=O)c2ccccc21)c1ccccc1[N+](=O)[O-] (stereo unspecified)	i	0.4	8	-0.7	-0.9	1	-24	-11	-8	-9
Cc1ccc(NC(=O)CSc2nnc(CN3CCOCC3)n2C)cc1C	-0.4	.	-3	0.9	-0.4	-2	0	3	-15	-4
Cc1ccc(S(=O)(=O)N2CCC(C)CC2)cc1	-4.7	1.7	-3	-0.2	3.4	0	8	10	-17	-2
CCCCOP(=O)(OCCCC)C(Nc1ccccc1)c1ccc2c(c1)OCO2 (stereo unspecified)	-6.2	1.4	6	0.3	-0.9	2	23	-6	-10	23
Cc1cccc(OCC(=O)NCc2nnc3ccc(C(F)(F)F)cn23)c1C	-0.3	0.7	11	0.6	0.6	.	.	-4	-9	-4
COc1ccc(S(=O)(=O)Nc2ccccc2Cl)cc1NC(C)=O	-0.7	1.1	-2	.	-0.7	1	10	2	-6	-7
N=Cc1c(O)n(-c2cccc(Cl)c2)c(=O)[nH]c1=O	-12	.	-11	-1.0	-1.2	-2	-4	-2	-12	10
CCOc1ncccc1C(=O)OCC(=O)c1cccc(Br)c1	i	0.2	-7	1.0	0.3	7	24	0	-41	-14
